# TEAD-YAP block: TEAD-YAP interaction inhibition. HEK-TIYL cells, TEAD-Gal4/YAP UAS-luciferase luminescence. inhibition, % at 9.12 µM. AID 1259422. 640,000 compounds, 1.4% hits; in the data active = inhibition above about 32%;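 note: 0% = median of test compound wells and 100% = reference inhibitor wells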
# MITF inh: inhibitors of human MITF; 650,000 compounds, 0.91% hits; AlphaScreen MITF homodimerization, bead proximity signal; inhibition, % at 2.6 µM; AID 1259374; in the data active = inhibition above about 50%;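 note: 0% = vehicle wells with protein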
# GPR151 ag: activates the human receptor GPR151 | activation, % at 11.2 µM | 650,000 compounds, 1% hits | PathHunter beta-arrestin GPR151 cells, luminescence | Q8TDV0 | AID 1508602; in the data active = activation above about 4.9%;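 note: 0% = median of compound wells and 100% = cells with positive control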
# FBW7 activator: human FBW7 E3 ligase activation, primary screen. AlphaScreen FBW7–phospho-cyclin E peptide binding, activator screen. AID 1259310. Q969H0. normalized activity (activation), % at 26.1 µM. 650,000 compounds, 0.13% hits; in the data active = normalized activity above about 1.9%;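 note: purified mutant Fbw7 with reduced substrate affinity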
# Target sequence (Q969H0 whole entry, looked up): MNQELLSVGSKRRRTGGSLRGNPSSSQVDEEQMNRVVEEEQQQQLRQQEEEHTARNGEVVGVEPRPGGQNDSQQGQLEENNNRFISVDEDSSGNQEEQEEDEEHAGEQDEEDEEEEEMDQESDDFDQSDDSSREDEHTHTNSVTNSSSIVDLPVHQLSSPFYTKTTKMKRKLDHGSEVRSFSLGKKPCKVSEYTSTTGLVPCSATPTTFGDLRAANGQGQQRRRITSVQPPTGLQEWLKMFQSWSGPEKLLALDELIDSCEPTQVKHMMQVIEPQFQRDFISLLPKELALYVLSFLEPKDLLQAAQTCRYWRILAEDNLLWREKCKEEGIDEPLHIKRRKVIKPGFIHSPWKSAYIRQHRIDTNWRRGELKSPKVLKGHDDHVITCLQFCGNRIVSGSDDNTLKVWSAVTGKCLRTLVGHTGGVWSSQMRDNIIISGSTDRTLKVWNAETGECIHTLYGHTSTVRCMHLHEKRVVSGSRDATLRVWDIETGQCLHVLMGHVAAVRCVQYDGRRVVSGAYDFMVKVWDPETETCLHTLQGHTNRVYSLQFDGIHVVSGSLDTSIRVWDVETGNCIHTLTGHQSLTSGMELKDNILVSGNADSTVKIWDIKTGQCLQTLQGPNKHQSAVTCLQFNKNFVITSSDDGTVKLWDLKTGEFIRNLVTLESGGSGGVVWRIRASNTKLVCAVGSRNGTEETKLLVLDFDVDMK
# * = called active by the depositor; . = no result given; & = joins results of further samples.
SMILES,TEAD-YAP block,MITF inh,GPR151 ag,FBW7 activator
O=C(OC1CCOC1=O)c1cc(-c2ccc(Cl)s2)nc2ccccc12 (stereo not given),-9,-2,-1.2,0.0
C/C(=N\N=C1\NC(=O)CS1)c1cccs1,-9,3,0.4,0.1
CC(Cc1ccccn1)NC(=O)CN1Cc2ccccc2OC(c2ccccc2F)C1 (stereo not given),-8,-4,-0.1,0.8
CC(=O)N1CCN(c2ccnc3c2c(=O)n(CC(=O)N(C(C)C)C(C)C)c(=O)n3C)CC1,0,1,-1.6,0.7
CCOc1ccc(-n2nc(C(=O)N3CCN(Cc4ccc5c(c4)OCO5)CC3)c3ccccc3c2=O)cc1,7,11,1.2,0.5
COc1ccc(/C=C2\N=C(c3cc(Br)ccc3OC)OC2=O)cc1OC,0,-27,-0.8,-0.1
Cc1cc(C)c(S(=O)(=O)NCC(c2ccc3c(c2)OCO3)N2CCOCC2)c(C)c1 (stereo not given),-2,-1,-0.1,0.0
O=C(c1cccc(F)c1)N1CCN(Cc2nc3ccccc3c(=O)[nH]2)CC1,11,7,0.4,-0.1
Cn1c(=O)[nH]c(N2CCOCC2)c(Cc2ccc(F)cc2Cl)c1=O,2,6,-0.1,0.2
Cc1nc(C)c(C(=O)N2CCCC(C(=O)c3ccc(Cl)cc3C)C2)s1 (stereo not given),-13,0,-0.4,0.0
CNC(=O)c1ccc(Cl)c([N+](=O)[O-])c1,9,1,1.6,0.2
Cc1ccc(C)c(NS(=O)(=O)c2cccc(C(=O)O)c2)c1,2,6,-1.6,-0.1
c1ccc2[nH]c(CNc3ccnc(Nc4ccncn4)n3)nc2c1,-9,24,-0.8,0.1
CC(C(=O)N1CCCCC1)N1c2cccc3cccc(c23)S1(=O)=O (stereo not given),11,12,-1.4,0.1
COc1ccc(C)cc1NC(=O)Cn1c(=O)n(Cc2ccc(F)cc2)c(=O)c2nccnc21,0,16,-0.4,-0.1
COC(CNc1cc(-c2ccncc2)nc(-c2cccnc2)n1)OC,9,11,-1.2,0.3
Cc1ccc(NS(=O)(=O)c2cc(C(=O)O)ccc2Cl)cc1C,13,7,-0.6,0.0
CC(=O)Nc1cccc(NC(=S)NCc2ccco2)c1,-12,-11,-1.5,0.3
COc1ccc(S(=O)(=O)N(CC(=O)N2CCN(C)CC2)c2cccc(Cl)c2)cc1,5,10,0.4,0.0
c1ccc(CN2CCC(Nc3nccc(NCCN4CCOCC4)n3)CC2)cc1,-3,9,-0.2,0.2
N#C/C(=C\c1c(Oc2ccccc2)nc2ccccn2c1=O)C(=O)NC1CCCC1,6,7,-5.9,-0.1
COC(=O)C1CCCCN1C(=O)CCC1(Cc2ccccc2)CCC(=O)N1 (stereo not given),-48,16,-1.1,0.1
Cc1ccc(N(CC(=O)Nc2nc(C)cs2)S(=O)(=O)c2cccnc2)cc1,1,10,-0.6,0.3
Cc1nc2ccccc2n1C(=O)c1ccccc1[N+](=O)[O-],8,20,-0.9,0.8
FC(F)Sc1ccc(NC(=S)NCCCn2ccnc2)cc1,1,12,1.9,-0.1
NC(=O)c1ccc(-c2cc(C(=O)NCc3cccc(C(F)(F)F)c3)ccn2)cc1,14,-2,-0.7,0.3
CC1CCc2c(sc(NC(=O)CCSc3ccccc3)c2-c2nc3ccccc3s2)C1 (stereo not given),2,6,-1.4,0.1
COc1ccc(OC)c(C2CC(=O)N3CN(C4CCCCC4)CSC3=C2C#N)c1 (stereo not given),17,-1,1.7,-0.6
Cn1c(SCC(=O)N2CCCC2)nnc1-c1cccnc1,-2,-1,1.6,-0.1
OCc1ccccc1-c1cnc2ccc(NCc3cccs3)nn12,4,13,0.2,0.0

# Whole records as entered above. Order of values: TEAD-YAP block	MITF inh	GPR151 ag	FBW7 activator
# `Cc1nc2ccccc2n1C(=O)c1ccccc1[N+](=O)[O-]` as listed: 8	20	-0.9	0.8
# `c1ccc(CN2CCC(Nc3nccc(NCCN4CCOCC4)n3)CC2)cc1` as listed: -3	9	-0.2	0.2
# `COc1ccc(OC)c(C2CC(=O)N3CN(C4CCCCC4)CSC3=C2C#N)c1` (stereo not given) as listed: 17	-1	1.7	-0.6

# Next compounds.
SMILES,TEAD-YAP block,MITF inh,GPR151 ag,FBW7 activator
O=C(NC(=S)Nc1ccc(Cc2ccncc2)cc1)c1ccccc1Cl,12,-2,1.3,-0.2
C[C@@H](CN1CCC(Cc2ccccc2)CC1)[C@@H](O)c1ccc(O)cc1,0,-17&-2,0.2&-0.3,0.7&-0.1
Cc1ccc(S(=O)(=O)NCC2OCCc3ccccc32)cc1 (stereo not given),-4,6,0.5,0.0
O=C(c1ccc(Cl)c(Cl)c1)N1CCc2c([nH]c3ccccc23)C1c1ccc([N+](=O)[O-])cc1 (stereo not given),2,8,-0.1,0.2
COc1ccccc1N1CCN(c2ncnc3c2cnn3-c2ccccc2)CC1,11,6,0.2,0.5
Cc1ccc(Cn2c(CN3CCCC(C)C3)nc3c2c(=O)n(C)c(=O)n3C)cc1 (stereo not given),10,-10,4.9*,-0.2
CC(=O)NC(=S)Nc1ccccc1C,-1,-7,-0.1,-0.1
COC(=O)C1=C(N)Oc2cc(C)n(CC3CCCO3)c(=O)c2C1c1ccccc1 (stereo not given),-2,-11,-0.3,-0.1
O=C1CC[C@@H](C(=O)NCC2Cc3cccc(-c4ccccc4C(F)(F)F)c3O2)N1 (stereo not given in full),-5,1,-0.4,0.1
Nc1ccc(-c2ccc(N=Cc3c(O)[nH]c(=S)[nH]c3=O)cc2)cc1,7,7,1.3,0.6
COc1ccc(CCn2c(=O)[nH]c3c(C(N)=O)nc(-c4cccc(C)c4)nc32)cc1,-9,-3,0.7,-0.1
CCCCC[C@@](C)(O)/C=C/[C@@H]1[C@@H](C/C=C\CCCC(=O)OC)[C@@H](O)C[C@H]1O,.,6,0.9,.
O=C(Nc1ccc(-c2ccn[nH]2)cc1)c1ccc(-n2cccc2)cc1,-33,-495,-1.2,0.4
CCC1=NN2C(=N)/C(=C/c3cc(Cl)ccc3OCCOc3ccc(C(C)(C)C)cc3)C(=O)N=C2S1,-17,-1,1.5,-0.5
CO[C@H]1[C@H](NC(=O)CSC)c2ccccc2C12CCN(Cc1cc(C(C)C)n[nH]1)CC2,8,9,-0.6,-0.1
CCCN1C(=O)CN(C2CCC(C)CC2)C(=O)C1c1ccc(C)cc1 (stereo not given),-8,-7,0.5,0.1
CCC(C)c1ccc(OCCOc2c(Cl)cc(-c3nc4sc5c(c4c(=O)[nH]3)CCCC5)cc2OC)cc1 (stereo not given),-4,3,1.3,-0.1
CCC(CC)C(=O)Nc1c2c(nn1-c1cccc(Cl)c1)CS(=O)C2 (stereo not given),-10,-1,1.2,-0.1
c1ccc(C(c2nnnn2CC2CCCO2)N2CCN(C3CCCCC3)CC2)cc1 (stereo not given),0,9,-0.1,0.1
N#C/C(=C\c1ccc(-c2ccccc2[N+](=O)[O-])o1)C(=O)Nc1ccccc1C(=O)O,3,4,0.2,0.0
CCOc1ccc(/C=C2\N=C(c3cc(F)c(F)cc3Cl)OC2=O)cc1,0,3,0.9,0.0
CC1(C)C(C=C(Cl)Cl)C1C(=O)NCCO (stereo not given),13,6,0.0,0.0
Cc1ccc(-n2c(=S)sc3c(=O)n(-c4ccccc4F)c(=S)[nH]c32)cc1C,-9,4,0.1,-0.8
Cc1ccc(C2C3=C(CC(C)(C)CC3=O)NC3=C2C(=O)CC(C)(C)C3)cc1,-5,-3,0.4,0.0
CSc1ccc(CN2CCOCC2)cc1,0,18,0.4,0.0
Cc1ccc(N(CC(=O)Nc2cccc(F)c2)S(C)(=O)=O)c(C)c1,-4,-15,-1.0,0.0
COc1cccc(-c2cnnc(NCCn3nc(-c4ccccc4)ccc3=O)n2)c1,18,-13,0.9,-0.1
Cc1cc(C)cc(NC(=O)C2CCN(C(=O)NC3CCCCC3)CC2)c1,1,-6,-1.0,0.2
CC(C)c1cc(CN2CCCC(CNS(=O)(=O)c3cccc4cccnc34)C2)[nH]n1 (stereo not given),9,19,0.9,0.0
Nc1nc(NCCO)cc(N2CCN(Cc3ccc4c(c3)OCO4)CC2)n1,-8,-2,1.4,-0.2

# 2 of these compounds in a different format.
Cc1cc(C)cc(NC(=O)C2CCN(C(=O)NC3CCCCC3)CC2)c1
  TEAD-YAP block: 1 | MITF inh: -6 | GPR151 ag: -1.0 | FBW7 activator: 0.2

CC(C)c1cc(CN2CCCC(CNS(=O)(=O)c3cccc4cccnc34)C2)[nH]n1 (stereo not given)
  TEAD-YAP block: 9 | MITF inh: 19 | GPR151 ag: 0.9 | FBW7 activator: 0.0

# (further entries)
SMILES,TEAD-YAP block,MITF inh,GPR151 ag,FBW7 activator
Cc1[nH]c2ccc(Br)cc2c(=O)c1CN(C)C,-5,3,-0.8,0.0
CC1=C(C(=O)Nc2ccc(Br)cn2)C(c2ccc([N+](=O)[O-])cc2)C2=C(CCCC2=O)N1 (stereo not given),2,-1,-1.1,0.2
COc1ccc(/C(O)=C2/C(=O)C(=O)N(Cc3ccco3)C2c2cccnc2)cc1 (stereo not given),-8,2,1.1,0.0
COc1ccc2nc(C)cc(SCC(=O)N/N=C/c3ccc(O)c(O)c3)c2c1,-17,-17,-1.2,-0.5
O=C(CCN1C(=O)C2C3C=CC(CC3)C2C1=O)N1CCN(c2ccccc2Cl)CC1 (stereo not given),-2,7,-1.4,0.1
O=C(CNC(=S)N(Cc1ccccc1)Cc1cccs1)N1CCOCC1,15,-1,0.3,-0.1
CC(=O)c1c(C)[nH]c(C(=O)OCC(=O)c2ccc(Br)cc2)c1C,-9,-2,-0.8,0.1
CCCn1c(=O)c(C(=O)NNC(=O)CC(C)C)c(O)c2ccccc21,0,10,-1.0,-0.1
CCCNC(=O)C(=O)Nc1cc(OC)ccc1OC,6,-4,0.7,-0.2
NCC(=O)N1CCC(Nc2ccnc(Nc3ccc(S(N)(=O)=O)cc3)n2)CC1,-3,-1,0.3,0.2
O=C(Nc1ccc(Cl)c(S(=O)(=O)N2CCOCC2)c1)c1n[nH]c(=O)c2ccccc12,1,-1,-1.7,-0.1
CC(=O)Nc1ccc(N(C(=O)c2ccco2)C(C(=O)NC2CCCC2)c2ccco2)cc1 (stereo not given),-3,24,0.1,0.0
CCOc1ccc(C(=O)Nc2ccccc2N2CCN(C(C)=O)CC2)cc1Br,-4,-23,0.7,-0.1
C=CCOc1ccc(/C=C2/C(=O)N(c3ccc(Cl)c(Cl)c3)N=C2C)cc1OC,5,-3,-0.5,-0.2
FC(F)(F)c1cccc(NC(=S)NCC(c2cccnc2)N2CCOCC2)c1 (stereo not given),-1,-10,-1.6,-0.2
N#CCCn1cc(C#N)c(-c2ccc(Cl)cc2)n1,-2,-4,-0.9,-0.1
O=C1c2cccc3c(N4CCCCC4)ccc(c23)C(=O)N1CCCO,-20,9,0.2,0.3
O=C(COC(=O)c1cc([N+](=O)[O-])ccc1NCCO)Nc1ccc(F)c(Cl)c1,27,5,2.1,0.1
Cc1ccc(F)c(CN2CCN3C(=O)[C@@H]4CCCN4C(=O)[C@H]3C2)c1,-1,16,-1.3,0.9
Cc1cc2nc3scc(-c4ccc(Cl)cc4)n3c2cc1C,-2,-5,0.3,-0.1
COc1ccc(-n2nc3c(c2NC(=O)c2cccc(Br)c2)CSC3)cc1,17,12,-1.4,0.1
CCCNc1ccc2ncc(-c3ccc(N(C)C)cc3)n2n1,12,6,-0.4,-0.5
CCC(=O)Nc1ccccc1C(=O)N1CCN(Cc2ccccc2)CC1,-3,5,-0.2,0.7
COC(=O)c1ccccc1S(=O)(=O)N1Cc2cc([N+](=O)[O-])ccc2Oc2ccccc21,-18,-4,-1.4,-0.1
Cc1cc2c(cc3c(SCc4ccccc4)nncn32)o1,-7,15,0.4,-0.2
CCOC(=O)c1c(NC(=O)c2cc(CC(C)C)on2)sc(C)c1C,5,14,-0.9,0.2
C/C(CC(=O)Nc1ccccn1)=N\NC(=O)c1ccc(C(C)(C)C)cc1,-8,1,0.8,-0.6
CCC(=O)Nc1cccc(C(=O)/C=C/c2cccs2)c1,2,8,-1.3,-0.1
CCOC(=O)Cc1c(C)nc2c(-c3ccc(Cl)cc3)c[nH]n2c1=O,-5,23,0.6,0.6
O=c1[nH]c(=O)n(-c2ccccc2)c(O)c1C=Nc1ccc(N2CCOCC2)cc1,-4,21,-1.1,0.1

# Some values from the list:
# Result for CCC(=O)Nc1cccc(C(=O)/C=C/c2cccs2)c1 under TEAD-YAP block: 2
# Result for COC(=O)c1ccccc1S(=O)(=O)N1Cc2cc([N+](=O)[O-])ccc2Oc2ccccc21 under TEAD-YAP block: -18

# Other records.
SMILES,TEAD-YAP block,MITF inh,GPR151 ag,FBW7 activator
Cc1ccc(-n2c3c(cc(C(=O)N4CCOCC4)c2=O)C(=O)CCC3)cc1,7,4,0.3,0.0
CCOCCCNC(=O)C1c2ccccc2C(=O)N2CCc3cc(OC)c(OC)cc3C12 (stereo not given),-3,2,0.2,0.1
COc1ccc2nc(NC(=O)COC(=O)c3cc4ccccc4o3)sc2c1,-12,8,-1.9,0.1
O=C(CC1C(=O)NCCN1CC1CCCCC1)NCc1ccc(Cl)cc1 (stereo not given),-2,10,-1.7,0.1
CC(C)CC(=O)N1CCN(S(=O)(=O)c2ccccc2)CC1,7,-2,-0.3,0.0
COc1cccc(N2C(=O)/C(=C/c3ccc(OC)c(Br)c3)C=C2c2ccccc2)c1,0,-11,2.4,0.2
Cc1cc(N2CCN(C)CC2)nc2ccc(NC(=O)c3ccc([N+](=O)[O-])cc3Cl)cc12,1,5,1.1,-0.1
O=C(O)CC(=O)C(=O)/C=C(\O)c1ccccc1,-33,-16,-0.7,-0.6

# Assay outcomes from PubChem BioAssay.
